Bioassay records (PubChem)
M. tuberculosis GlmU: inhibition of mycobacterial GlmU enzyme – biochemical, glucosamine-1-phosphate acetyltransferase (AID 1376); M. tuberculosis GlmU acetyltransferase enzyme assay; higher % means a stronger effect; inhibition, %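 (tested at 30 µM in the primary screen)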, or IC50 in µM where a hit was titrated; 220,000 compounds, 0.25% hits; in the data active means inhibition above about 13%;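 further: 0% = complete reaction with vehicle and 100% = reaction without substrate; strong numbers were not always called active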
RmlCD inh 1536: M. tuberculosis RmlC/RmlD inhibition; P9WH09+P9WH11; RmlC+RmlD coupled enzyme assay, percent inhibition; primary screen in compound mixtures; inhibition, % at 3.6 µM; 160,000 compounds, 0.03% hits; AID 1533; in the data active means inhibition mostly above about 34%, no sharp cut-off; further: some results filed as inactive read as strong as hits
Target sequence (P9WH09 whole entry, looked up): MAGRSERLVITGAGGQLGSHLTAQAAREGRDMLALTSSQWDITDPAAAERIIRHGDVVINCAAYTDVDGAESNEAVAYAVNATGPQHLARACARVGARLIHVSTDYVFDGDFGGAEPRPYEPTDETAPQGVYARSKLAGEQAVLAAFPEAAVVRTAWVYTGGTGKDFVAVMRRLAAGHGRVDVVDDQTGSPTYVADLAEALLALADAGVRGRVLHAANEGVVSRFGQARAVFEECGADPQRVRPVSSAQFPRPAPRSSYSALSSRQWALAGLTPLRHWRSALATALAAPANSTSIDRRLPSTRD
Target sequence (P9WH11 whole entry, looked up): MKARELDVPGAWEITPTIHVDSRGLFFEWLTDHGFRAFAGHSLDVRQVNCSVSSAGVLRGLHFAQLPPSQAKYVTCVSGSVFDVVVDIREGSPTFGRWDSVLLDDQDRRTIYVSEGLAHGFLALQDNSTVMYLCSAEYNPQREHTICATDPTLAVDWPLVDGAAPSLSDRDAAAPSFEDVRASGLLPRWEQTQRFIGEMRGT
An asterisk follows results filed as active; . = no result given.

compound | M. tuberculosis GlmU | RmlCD inh 1536
CCOC(=O)N1CCN(Cc2oc(CO)cc(=O)c2O)CC1 | -2.0% | .
Cc1c(C(=O)O)oc2ccc(S(=O)(=O)N(CC(C)C)CC(C)C)cc12 | 3.2% | .
O=C(NCc1cccnc1)c1ccc(-c2cc(Cl)ccc2Cl)o1 | -2.9% | -17.6
COc1ccc2nc3cc(Cl)ccc3c(Nc3cc(C(C)C)c(O)cc3C)c2c1 | -2.9% | .
O=c1[nH]c(CN2CCN(c3ccccc3O)CC2)nc2scc(-c3ccccc3Cl)c12 | 3.0% | -7.8
O=C(Nc1ccccc1)c1ccc(S(=O)(=O)N2CCCCC2)cc1 | 6.4% | -2.6
O=C(NNc1nc2c(F)cccc2s1)C1=COCCO1 | 4.3% | -13.6
Cc1ccccc1S(=O)(=O)Nc1nc2ccccc2nc1N1CCc2ccccc2C1 | 6.0% | 14.2
Cc1ccc(-n2c(=O)c3c4c(sc3n(Cc3cc(=O)n5ccccc5n3)c2=O)CCC4)cc1C | -0.2% | -10.6
COc1ccc(CN2CCCCC2c2cccnc2)cc1C (stereo unspecified) | 0.8% | .
Fc1ccccc1-c1[nH]ncc1-c1nnnn1-c1ccccc1 | 0.8% | 8.9
O=C(c1cccc(F)c1)n1nnc2ccccc21 | 1.3% | .
CN1CCN(S(=O)(=O)c2cccc(S(=O)(=O)c3cccc(S(=O)(=O)N4CCN(C)CC4)c3)c2)CC1 | 0.1% | 3.0
COc1cccc(-c2nnc(SCC(=O)N3CCCC3=O)n2-c2ccccc2)c1 | -2.0% | .
CCOc1ccccc1C(=O)N1CCC(n2nnc3cc(C(F)(F)F)ccc32)CC1 | -1.5% | -4.0
COc1ccc2c(c1OC)C(=O)N(c1cccc(C)c1)C2 | 0.4% | .
CN(Cc1ccccc1)C(=O)COC(=O)c1cncc(Br)c1 | 1.9% | -2.0
CCCC(C)C(=O)Nc1ccc(S(=O)(=O)Nc2nccc(C)n2)cc1 (stereo unspecified) | 1.3% | -12.9
Cc1nn(C(C)(C)C)c(C)c1/C=N/OC(=O)Nc1ccc(Cl)c(Cl)c1 | 2.6% | -10.7
COc1ccc([N+](=O)[O-])cc1NCc1ccccc1 | 0.3% | -10.1
Cc1cc(/C=N/NC(=O)C(O)(c2ccccc2)c2ccccc2)c(C)n1-c1ccc(C(=O)O)cc1 | -5.9% | 8.9
COC(=O)C1=C(C(=O)OC)[C@@H]2N(C)c3ccccc3[C@@]23C[C@@H](C(=O)OC)N(C(C)=O)C3=N1 | -0.7% | .
CCn1c(SCC(=O)Nc2cc(C)on2)nc2c1c(=O)n(C)c(=O)n2C | 1.5% | .
Cc1nc2ccc(-c3nc4cc(N)ccc4o3)cc2[nH]1 | -3.6% | 7.4
COc1ccc(C[C@H](C)NC[C@@H](O)c2ccc(O)c(NC=O)c2)cc1 | 4.5% | .
Cc1nc(SCc2ccc(O)c([N+](=O)[O-])c2)c([N+](=O)[O-])[nH]1 | 5.0% | 1.9
CC(=O)Nc1ccc(OCC(O)CN2CCN(c3ccc(C)c(Cl)c3)CC2)cc1 (stereo unspecified) | -2.2% | 18.7
Cc1cc2cc(CN(CCN3CCOCC3)C(=O)Nc3ccccc3F)c(=O)[nH]c2cc1C | 0.7% | 17.7
COc1ccc(C(=O)Nc2cc(C)on2)cc1 | 8.0% | 39.6
CCC(CO)NC1=CC(=O)CCC1 (stereo unspecified) | 6.6% | 11.0
Cc1ccc(NC(=O)COC(=O)C2CC3C=CC2C3)cc1S(=O)(=O)N1CCCCC1 (stereo unspecified) | 0.6% | 12.1
Cc1nc2ccccc2c(C)c1C(=O)c1ccccc1 | 9.8% | -1.5
Cc1nn2c(NCCCN3CCOCC3)c3c(nc2c1-c1ccccc1)CCC3 | -4.8% | .
CN1Cc2c(c(C#N)c(N)n(C)c2=S)CC1(C)C | 1.4% | -10.4
O=C(NCC(c1cccnc1)N1CCOCC1)c1ccco1 (stereo unspecified) | 0.6% | 2.4
CN(C)c1ccc(C(=O)Nc2cc(C(F)(F)F)ccc2-n2cncn2)cc1 | 0.3% | 0.3
O=C(Cn1cnc2c(nnn2-c2ccc(F)cc2)c1=O)N1CCCc2ccccc21 | 0.1% | .
COc1cccc(C(C(=O)NCC2CCCO2)N(CC2CCCO2)C(=O)CN2C(=O)c3ccccc3S2(=O)=O)c1 (stereo unspecified) | -1.2% | .
O=C(O)COn1c(-c2ccccc2)nc2ccc(Cl)cc21 | 4.1% | 4.7
O=C(CSc1nc2ccccc2s1)Nc1ccc(C(=O)O)cc1 | 2.5% | 9.1
CCCC(=O)Nc1cccc(NC(=O)CN2CCN(c3ccccc3OC)CC2)c1 | 0.5% | -1.0
Cc1ccc(-c2ccc(/C=N/NC(=O)Cc3nnc(N)s3)o2)cc1Cl | 3.0% | .
COc1ccc(C(NC(=O)CNC(C)=O)C(=O)Nc2ccc3c(c2)OCCO3)cc1 (stereo unspecified) | 1.9% | 13.6
c1ccc(OCc2nc3ccccc3s2)cc1 | 2.9% | .
O=C(Nc1cccc(F)c1)N1CCN(C/C=C/c2ccccc2)CC1 | -1.2% | .
O=C(CCS(=O)(=O)c1cccc2nsnc12)N1CC(=O)N(CCc2ccccc2)C(=O)C1 | 4.0% | -3.4
O=P(O)(O)Cc1ccccc1OP(=O)(c1ccccc1)c1ccccc1 | . | -0.1
CCOC(=O)c1[nH]c2ccccc2c1NC(=O)NC(C)C | 2.4% | -2.2

Arranged by SMILES length (lowest first): 3 of the compounds above
compound | M. tuberculosis GlmU | RmlCD inh 1536
O=P(O)(O)Cc1ccccc1OP(=O)(c1ccccc1)c1ccccc1 | . | -0.1
Cc1ccc(-c2ccc(/C=N/NC(=O)Cc3nnc(N)s3)o2)cc1Cl | 3.0% | .
O=C(CCS(=O)(=O)c1cccc2nsnc12)N1CC(=O)N(CCc2ccccc2)C(=O)C1 | 4.0% | -3.4

(continued)
compound | M. tuberculosis GlmU | RmlCD inh 1536
CCOC(=O)C1CCN(S(=O)(=O)c2ccc(CC)cc2)CC1 | 5.5% | -10.4
Cn1c(-c2c(N)n(C3CCCC3)c3nc4ccccc4nc23)nc2ccccc21 | 0.9% | -1.9
CCCn1nc(C(=O)Nc2ccc(S(=O)(=O)Nc3nccs3)cc2)c2ccccc2c1=O | 0.1% | 9.6
CCOC(=O)CN1C(=O)CN(c2ccc(C)cc2)C1=O | 0.4% | 0.3
COc1ccc2cc(CN(Cc3ccco3)Cc3nnnn3C3CCCCC3)c(=O)[nH]c2c1 | 2.2% | .
Cn1c(/C=C(\C#N)C(N)=S)ccc1-c1ccc(Br)cc1 | -3.1% | 4.4
Cn1ccnc1SCC(=O)c1ccc(Cl)cc1 | 3.5% | -14.4
CCSc1cc(C2C(C#N)=C(N)Oc3n[nH]c(C)c32)c(C)o1 (stereo unspecified) | 0.7% | -1.8
O=C(Oc1ccc2ccccc2c1Br)N1CCCCCC1 | -5.1% | .
COc1ccc(OC)c(N2C(N)=C(C#N)C(c3ccc(OC)c(O)c3)C3=C2CC(C)(C)CC3=O)c1 (stereo unspecified) | -2.0% | 5.5
CN1C2C=C(N(C(=O)c3ccc(Cl)cc3)c3ccccc3)CC1CC2 (stereo unspecified) | -2.9% | .
O=C(NCc1ccccc1)C(c1ccc(F)cc1)N(Cc1cccs1)C(=O)c1cnccn1 (stereo unspecified) | 5.6% | .
CCOC(=O)N1CCN(C(=O)CCCn2c(=S)[nH]c3ccsc3c2=O)CC1 | -3.3% | -1.3
O=C(c1ccco1)N1CCN(S(=O)(=O)c2cccc3nsnc23)CC1 | -5.6% | 8.9
Oc1c(Cl)cc(Cl)cc1/C=N/c1nc(-c2ccc(Cl)cc2)cs1 | -5.1% | -12.1
O=C(CCN1C(=O)c2ccccc2C1=O)Nc1ccc(S(=O)(=O)N2CCOCC2)cc1 | 4.5% | .
CC(=O)Nc1ccc(NC2=CC(=O)CC(C)(C)C2)cc1 | 8.0% | 0.6
CCSc1cc(C)nc2c(-c3ccccc3)cnn12 | 1.9% | 4.2
CCCC(C(=O)NCC1CCCO1)N(Cc1ccco1)C(=O)CNS(=O)(=O)c1ccccc1 (stereo unspecified) | 2.2% | .
O=C(NCc1ccco1)c1cc2c(s1)CSC2 | 5.5% | -6.4
O=C(O)CCn1cc(C=C2C(=O)NC(=O)NC2=O)c(-c2ccc(Br)cc2)n1 | 2.9% | 5.1
Cc1ccnc(NS(=O)(=O)c2ccc(N=Cc3c(O)n(C)c(=O)n(C)c3=O)cc2)n1 | 2.2% | -1.8
Cc1ccc2c(=O)cc(C(F)F)oc2c1 | -4.8% | -8.2
CC(=O)N1CCN(S(=O)(=O)c2cccc(C(=O)Nc3nccs3)c2)CC1 | 3.8% | -6.9
CCSC1=NCCN1C(=O)Cc1ccc(-c2ccccc2)cc1 | -1.1% | 13.7
N#CC1=C(N)NC(SCC(=O)Nc2ccc(Br)cc2)=C(C#N)C12CCCCC2 | 2.0% | .
CCOC(=O)CC1(C)SC(NC(C)=O)=NN1C(C)=O (stereo unspecified) | 4.7% | -11.5
CC(=O)c1c(C(C)=O)c(C)n(NC(=O)c2ccccc2Cl)c1C | -1.7% | .
COc1ccc2cc(CCNC(=O)c3ccc4c(c3)OCO4)c(=O)[nH]c2c1 | 5.6% | -58.4
C=CCN(c1cccc(C(F)(F)F)c1)S(=O)(=O)c1cccc(C(=O)OCC(=O)NC(N)=O)c1 | 4.8% | 5.8
COc1cccc(CNc2ccc(N3CCC(C)CC3)cc2)c1OC | 3.8% | .
C=CCSc1nccc(-c2cc(Cl)sc2Cl)n1 | 2.2% | .

The closing two records of the section before come first, to join the parts:
compound | M. tuberculosis GlmU | RmlCD inh 1536
COc1cccc(CNc2ccc(N3CCC(C)CC3)cc2)c1OC | 3.8% | .
C=CCSc1nccc(-c2cc(Cl)sc2Cl)n1 | 2.2% | .
CC1=CCC(C(=O)O)C(C(=O)Nc2cccnc2)C1 (stereo unspecified) | 0.4% | -13.5
COc1ccc(S(=O)(=O)N2CCCCC2)cc1NC(=O)c1ccc([N+](=O)[O-])o1 | 1.8% | -9.7
CC(C(=O)Oc1ccc2c(c1)OCO2)N1C(=O)c2ccccc2C1=O (stereo unspecified) | -5.3% | .
Cc1ccc2nc(NC(=O)Cc3cccs3)sc2c1 | 0.0% | -5.4
CC(=O)Oc1ccccc1C1=NN(C(C)=O)C(c2ccccc2)C1 (stereo unspecified) | 1.6% | -8.4
Cn1c(C(=O)NCCN2CCN(c3ccccc3F)CC2)cc2c(=O)n(C)c3ccccc3c21 | . | -7.0
CCc1nnc(NS(=O)(=O)c2ccc(N/C=C/C(=O)c3ccc(OC)cc3)cc2)s1 | 7.6% | -9.3
CCOc1ccc(NC(=O)NNC(=O)c2ccc(Cl)cc2Cl)cc1 | -0.6% | -6.3
CN(C)c1nc(N(C)C)nc(N(C#N)CN2C(=O)c3ccccc3S2(=O)=O)n1 | 0.9% | -1.7
Cc1ccccc1C(=O)Nc1nc(=S)ss1 | 0.7% | -2.9
Cc1cccc(N2C(=O)CS/C2=N\NC(=O)c2cccnc2)c1C | 6.9% | 7.4
Cn1c(=O)c2[nH]c(NCCCN3CCOCC3)nc2n(C)c1=O | -2.8% | -3.0
CCC(C)C(=O)Nc1nc2ccc(OC)cc2s1 (stereo unspecified) | 18.6% | 3.1
COc1cccc(/C=C/C(=O)N2CCN(c3n[nH]c(=O)[nH]c3=O)CC2)c1OC | 5.2% | 5.7
Brc1cc2c(cc1/C=N/Nc1nc(N3CCOCC3)nc(N3CCOCC3)n1)OCO2 | -0.7% | 6.5
CC(=O)Nc1cc(C(=O)N2CCc3ccccc3C2)ccc1Sc1ccc(F)cc1 | 2.3% | -7.7
CCSc1cc(N2CCOCC2)nc(-c2ccccc2)n1 | 0.1% | .
CC(=O)c1ccc(Oc2nc3c(c(=O)n(C)c(=O)n3C)n2C)cc1 | -13.9% | -6.4
COc1ccccc1CNC(=O)C(=O)NCC1CCCO1 (stereo unspecified) | 1.0% | .
Cc1cc(NC(=O)CSc2c(C)[nH]c3ccccc23)no1 | -10.4% | .
Nc1n[nH]c(N)c1N=Nc1ccc(F)cc1 | 0.2% | 8.2
CCOC(=O)N1CCN(c2c(NCCOC)c(=O)c2=O)CC1 | -2.4% | -8.2
CC(C)(CO)C(O)C(=O)NCCC#N (stereo unspecified) | 0.9% | -2.5
COc1ccc2c(c1)c1ncn(Cc3ccccn3)c(=O)c1n2C | 0.6% | -7.8
Cc1ccc(C(=O)C2C(c3ccc(-c4ccccc4[N+](=O)[O-])o3)NC(=O)NC2(O)C(F)(F)F)cc1 (stereo unspecified) | -0.6% | .
CC(NS(=O)(=O)/C=C/c1ccccc1)C(=O)NCCc1ccc(S(N)(=O)=O)cc1 (stereo unspecified) | -7.5% | -5.8
COc1ccc(CNC(=O)COC(=O)CCC2CCCCC2)cc1 | -1.2% | 7.5
O=S(=O)(Nc1ccc(-c2cn3ccccc3n2)cc1)c1ccccc1 | 3.8% | -2.7
CC1CN(C(=O)c2cn3ccccc3n2)CC(C)O1 (stereo unspecified) | -3.5% | -3.3
Nc1c(C(=O)NCC2CCCO2)c2nc3ccccc3nc2n1Cc1ccco1 (stereo unspecified) | 5.6% | -8.8
CN(C)S(=O)(=O)c1cccc(C(=O)NCc2cccs2)c1 | 4.4% | .
Cc1ccccc1NS(=O)(=O)c1cc(C(=O)Nc2cccc(N(C)S(C)(=O)=O)c2)ccc1C | 5.7% | -6.4
C=CCn1c(=N)n(CC(O)COc2ccccc2OC)c2ccccc21 (stereo unspecified) | -7.3% | 7.8
CCn1nc(C(=O)OC2CCOC2=O)c2ccccc2c1=O (stereo unspecified) | -4.3% | .
O=C(CN1CCOCC1)NCC12CC3CC(CC(C3)C1)C2 | -1.8% | 1.9

This is a subset; count on the stated rates, not on these rows.
